From PubChem BioAssay
M1 PAM parental – nonselective calcium activators in parental CHO-K1 cells, primary screen, counter-screen for M1 PAM project, cell-based, Fluo-8 calcium fluorescence, full deck, 1536-well. 0.02% of 360,000 active. activation, % at 3 µM. ATP EC20; 0% at ATP EC20, 100% at ATP max;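 active = activation above the run cutoff, the mean activation of all test compounds plus 3 SD, cut at about 40% in these data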;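 also: peak over basal fluorescence ratio in a 140 s read after ATP addition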
TAAR1 ag – human TAAR1 agonists, primary screen, Fluo-8 calcium fluorescence, CHO RD-HGA16 cells | vehicle wells 0%, saturating PEA agonist 100% | activation, % at 3 µM | Trace amine-associated receptor 1 (Homo sapiens), Q96RJ0 | 0.99% of 360,000 active;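 active = activation above the mean activation of all test compounds in the run plus 3 SD, cut at about 38% in these data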
Target sequence (Q96RJ0 whole entry, looked up): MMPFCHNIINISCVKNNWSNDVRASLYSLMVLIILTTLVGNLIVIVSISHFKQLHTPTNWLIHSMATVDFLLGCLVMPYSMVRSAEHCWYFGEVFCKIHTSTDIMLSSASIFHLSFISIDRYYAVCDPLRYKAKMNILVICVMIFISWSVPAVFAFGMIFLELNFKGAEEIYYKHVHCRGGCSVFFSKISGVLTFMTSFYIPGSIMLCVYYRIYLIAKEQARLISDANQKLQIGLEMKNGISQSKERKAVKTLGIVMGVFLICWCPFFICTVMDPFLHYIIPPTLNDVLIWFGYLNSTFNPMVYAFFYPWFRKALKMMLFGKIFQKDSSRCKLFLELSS
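Signal – calcium-sensitive Fluo-8 signal, excitation 470-495, emission 515-575 nm · System – RD-HGA16 (CHO) cells co-expressing Gα16 and hTAAR1 · Incubation – 17-24 h seeding, 75 min 37 °C dye, 30 min RT · Compound dosing – 3 µM single concentration · Repeats – no replicates (n 1)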
CHO-K1 Ca antag – M1 antagonist counterscreen hit in parental CHO-K1 cells | ATP-induced calcium, Fluo-8 fluorescence | inhibition, % at 3 µM | 0.6% of 360,000 active;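 active = inhibition above a per-plate cutoff, the plate's mean sample inhibition plus 3 SD, cut at about 24% in these data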;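 also: 0% = DMSO plus EC80 ATP and 100% = DMSO alone without ATP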
TAAR1 antag – human TAAR1 antagonists, primary screen, Fluo-8 calcium fluorescence, CHO RD-HGA16 cells. 1.5% of 360,000 active. antagonist. Trace amine-associated receptor 1 (Homo sapiens), Q96RJ0. inhibition, % at 3 µM. AID 624466, 2012;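 active = inhibition above a per-plate cutoff, the mean inhibition of test compounds on that plate plus 3 SD, cut at about 49% in these data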;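 also: 0% = DMSO plus EC80 beta-PEA response and 100% = DMSO alone without agonist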
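test system = CHO RD-HGA16 cells bearing hTAAR1 | replication = singlicate | controls = DMSO-only wells and EC80 β-PEA-stimulated wells | reagent = EC80 β-phenethylamine stimulus | read-out basis = percent inhibition of PEA-evoked calcium signal, max/basal emission ratio | schedule = seeding 17-24 h prior, 75-min 37 °C, 30-min RT dye loading | signal = kinetic Fluo-8 calcium fluorescence measurement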
CHO-K1 Ca ag – counter-screen for M1 agonists: effect in parental CHO-K1 cells | Fluo-8 calcium fluorescence; scaled to maximal ATP response, vehicle zero | activation, % at 3 µM | 0.48% of 360,000 active; in the data active = activation above about 15%;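 also: untransfected CHO-K1 host cells lacking M1 receptor as counterscreen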
M1 antag – human M1 muscarinic receptor antagonists, primary screen, CHO-K1 cells, Fluo-8 calcium fluorescence, 1536-well; Muscarinic acetylcholine receptor M1 (Homo sapiens), P11229; CHO-K1 hM1, ACh EC80 antagonist; inhibition, % at 3 µM; 1.3% of 360,000 active; AID 588852, 2011;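 active = percent inhibition above its own plate's cutoff, namely the mean of that plate's compound wells plus 3 SD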;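 also: peak over basal fluorescence ratio during 140 s after agonist addition; 0% = ACh EC80 plus DMSO and 100% = DMSO alone without agonist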
Target sequence (P11229 whole entry, looked up): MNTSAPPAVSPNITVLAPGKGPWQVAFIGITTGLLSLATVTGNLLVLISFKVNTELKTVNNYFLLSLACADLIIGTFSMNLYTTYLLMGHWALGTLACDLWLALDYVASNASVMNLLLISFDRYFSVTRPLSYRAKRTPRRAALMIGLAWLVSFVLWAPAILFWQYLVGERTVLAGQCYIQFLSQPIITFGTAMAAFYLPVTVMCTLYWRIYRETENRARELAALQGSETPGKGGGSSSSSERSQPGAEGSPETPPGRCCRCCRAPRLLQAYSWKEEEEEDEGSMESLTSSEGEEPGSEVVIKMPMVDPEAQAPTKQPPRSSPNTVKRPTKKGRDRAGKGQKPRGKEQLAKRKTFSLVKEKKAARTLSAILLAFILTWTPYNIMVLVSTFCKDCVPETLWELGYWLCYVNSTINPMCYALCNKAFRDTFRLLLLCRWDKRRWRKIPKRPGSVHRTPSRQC
CHO parental Ca – ATP-evoked calcium signal inhibitors, parental CHO, primary screen, counter-screen for OX1R antagonist project, cell-based, fluorescence, Fluo-8 calcium dye. parental CHO-K1, ATP-induced calcium, Fluo-8 fluorescence. inhibition, % at 5.6 µM. 0.63% of 330,000 active;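 active = inhibition above that plate's mean sample inhibition plus 3 SD, cut at about 26% in these data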;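 also: 0% = ATP-challenged DMSO wells and 100% = DMSO wells without ATP; some compounds past the cut are filed as inactive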
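Assay system: parental CHO cells; Read-out basis: percent inhibition of ATP-evoked calcium rise, normalized to controls; Benchmarks: ATP and no-ATP DMSO wells; Compound dosing: single nominal dose of 5.6 µM per compound; Signal: Fluo-8 calcium dye fluorescence; Also added: ATP as calcium-mobilizing challenge; Repeats: singlicate.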
M1 ag – human M1 muscarinic receptor agonists, primary screen, Fluo-8 calcium fluorescence, CHO-K1 cells, HTS; Muscarinic acetylcholine receptor M1 (Homo sapiens), P11229; CHO-K1 hM1, agonist mode; 0% DMSO, 100% acetylcholine EC100; activation, % at 3 µM; 0.33% of 360,000 active; AID 588814, 2011;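 active = activation above the run's mean compound activation plus 3 SD, cut at about 16% in these data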;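 also: peak over basal fluorescence ratio within a 140 s kinetic read after compound addition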
CHRM1 PAM – human M1 muscarinic receptor positive allosteric modulators, primary screen, CHO-K1 cells, Fluo-8 calcium fluorescence, 1536-well. Muscarinic acetylcholine receptor M1 (Homo sapiens), P11229. CHO-K1 hM1, ACh EC20; 0% = ACh EC20, 100% = maximal ACh. activation, % at 3 µM. 0.088% of 360,000 active; in the data active = activation above about 19%, passing the limit was not always enough
* = called active by the depositor; · = no result given. Compounds as they come; overall some 4.4% were active at least once.

SMILES	M1 PAM parental	TAAR1 ag	CHO-K1 Ca antag	TAAR1 antag	CHO-K1 Ca ag	M1 antag	CHO parental Ca	M1 ag	CHRM1 PAM
Cc1ccc(-c2noc(-c3ccccc3C(=O)N3CCOCC3)n2)cc1	19	6	-13	2	2.1	1	-14	-6	3
CCOC(=O)c1nnn(-c2nonc2N)c1CSc1ccc(C)cc1	16	11	-10	17	0.7	-3	-1	-6	-3
COc1ccc(-c2nc3ncccc3n2O)cc1	-1	0	-5	-6	0.1	-9	-5	-1	21
CCN(CCn1cccn1)C(=O)c1cc(COc2c(F)cccc2F)on1	6	5	-11	-8	1.1	-7	-9	-2	13
CC12CCC(=O)C=C1CCC1C2C(O)CC2(C)C1CCC2(O)C(=O)COC(=O)CCC1CCCC1 (stereo not given)	10	·	0	·	2.9	41*	·	-11	-31
O=C(c1c[nH]c2ccccc2c1=O)N1CCCCCC1	-13	-1	-10	-13	1.0	11	-4	-5	-3
O=C(NC(Cc1ccccc1)C(=O)N1CCCC1C(=O)O)c1ccccc1 (stereo not given)	9	9	1	-25	0.4	-9	-7	-2	9
CCC(C)NS(=O)(=O)c1ccc(OCC(=O)NCC2CCCO2)cc1 (stereo not given)	3	12	3	-19	0.0	-9	-4	-2	4
CC(C)NCC(=O)C12CC3CC(CC(C3)C1)C2	0	6	-1	-11	4.9	2	0	-2	-2
Cc1ccc(NS(=O)(=O)c2cccc3nsnc23)cc1C	-5	-1	4	2	1.1	40*	-11	-8	-26
CC(C)(C)n1nnnc1C(c1cccc(C#N)c1)N1CCC(Cc2ccccc2)CC1 (stereo not given)	21	6	-11	-1	-0.3	-33	-10	4	16
Cc1nnc(Cl)c2nn(-c3ccccc3F)c(C)c12	18	-1	-4	-7	-0.3	-7	-3	-7	6
COc1cccc(-c2cnc3c(NC=O)cc(-c4cccc(NC(C)=O)c4)cn23)c1	8	9	4	55*	5.7	21	·	-2	-12
CCN1CCN(CC(=O)Nc2ccc(OC(F)(F)F)cc2)CC1	-2	1	6	-21	0.6	-2	0	-3	0
CN(C1=C(N2CCCCC2)C(=O)c2ccccc2C1=O)c1ccccc1	-12	-3	18	-40	-1.2	13	-31	-3	-10
O=C(CCn1nnc2ccccc21)N1CCC(O)(c2cccc(F)c2)CC1	-5	2	13	-8	-0.1	-11	-10	-1	10
CCOC(=O)/C(C#N)=C1\CCCN1CC(N)=S	4	7	-10	10	0.2	-6	-13	-5	0
O=S(=O)(Oc1ccccc1-c1ccccc1)c1ccccc1	17	-1	-10	28	-0.7	-7	·	-2	3
O=S1(=O)CC(O)C(N=Nc2c(O)n(Cc3ccccc3)c3ccccc23)C1 (stereo not given)	10	1	-14	-4	1.0	-11	-11	-2	6
O=C(CN(C(=O)CCC(=O)Nc1nccs1)c1cccc(F)c1)NCc1ccccc1	-8	-1	-10	-4	0.8	2	-25	-3	2

A draw from above in order of heavy-atom count, descending.
SMILES	M1 PAM parental	TAAR1 ag	CHO-K1 Ca antag	TAAR1 antag	CHO-K1 Ca ag	M1 antag	CHO parental Ca	M1 ag	CHRM1 PAM
Cc1ccc(-c2noc(-c3ccccc3C(=O)N3CCOCC3)n2)cc1	19	6	-13	2	2.1	1	-14	-6	3
CCOC(=O)c1nnn(-c2nonc2N)c1CSc1ccc(C)cc1	16	11	-10	17	0.7	-3	-1	-6	-3
Cc1nnc(Cl)c2nn(-c3ccccc3F)c(C)c12	18	-1	-4	-7	-0.3	-7	-3	-7	6

Other results
SMILES	M1 PAM parental	TAAR1 ag	CHO-K1 Ca antag	TAAR1 antag	CHO-K1 Ca ag	M1 antag	CHO parental Ca	M1 ag	CHRM1 PAM
CCOc1cc(C(=O)O/N=C(\N)c2ccc([N+](=O)[O-])cc2)cc(OCC)c1OCC	-7	0	12	-12	-0.9	6	-14	-3	1
CCCCNCCCOc1cccc(Cl)c1Cl	21	38*	-7	-13	4.4	4	-9	-6	-1
COc1ccc(OC)c(C2/C(=C(/O)c3ccccc3)C(=O)C(=O)N2Cc2ccco2)c1 (stereo not given)	23	1	-19	-3	0.7	3	-9	-4	3
O=C(O)c1cccc2c1C(=O)N(Cc1ccncc1)C2	6	8	1	22	-0.1	-6	-3	-1	9
CC(CC(=O)N1CCN(c2ccccc2)CC1)S(=O)(=O)c1ccc2c(c1)NC(=O)CS2 (stereo not given)	-9	8	-10	10	5.8	-7	-15	1	4
Cc1cc(C(=O)Nc2ccc([N+](=O)[O-])cn2)cs1	9	-2	-7	-20	0.5	-8	-11	-6	3
CCOCCCNC(=O)CNC(=S)N(Cc1ccccc1F)C1CCCCC1	-11	8	1	14	-0.2	0	-18	-5	-1
CN(CC(=O)Nc1cccc(F)c1)C(=O)CN1c2cccc3cccc(c23)S1(=O)=O	9	8	-14	-14	3.0	4	-9	-4	0
O=C(C1CCC(CNc2c(N3CCCCC3)c(=O)c2=O)CC1)N1CCN(c2ccccn2)CC1 (stereo not given)	8	-1	-2	9	0.5	-14	0	-4	6
O=C(NCCN1CCNC1=O)c1ccc2sc([C@H]3C[C@H](O)[C@@H](CO)O3)nc2c1	11	1	-9	-9	0.6	-25	·	-1	17
COCCNC(=O)CN(C(=O)Cn1nnc2ccccc21)c1ccc(C)cc1	25	7	-13	-6	2.9	-7	-8	-4	8
Cc1cc2cc(CN(Cc3ccco3)C(=S)NCC3CCCO3)c(=O)[nH]c2cc1C (stereo not given)	19	8	-12	-11	2.5	0	-12	-5	3
O=C(NC1CCS(=O)(=O)C1)/C(=C\c1ccco1)NC(=O)c1ccccc1 (stereo not given)	-2	0	-8	13	0.4	3	-12	0	-2
COc1cccc(N/C(SCc2cccc([N+](=O)[O-])c2)=C(/C#N)C(=O)NCc2cccs2)c1	23	2	-2	9	2.4	6	8	-4	-1
COC(=O)c1ccc(CSc2ccc3nnc(-c4ccc(OC)c(OC)c4)n3n2)o1	20	1	-16	-20	1.4	-7	-6	-5	5
COc1ccc(NC(=O)c2nc[nH]c2C(=O)N[C@@H](CC(C)C)C(=O)OC(C)(C)C)cc1	-1	1	-15	1	0.0	-5	-25	-4	0
Cc1ccc(C)c(N=C2NC(=O)CS2)c1	4	5	8	-30	-0.2	-7	-2	-4	9
O=C(Cc1n[nH]c(=O)c2ccccc12)OCC(=O)c1ccccc1Cl	11	6	-14	-6	1.5	-19	6	2	13
CNC(=O)c1ccccc1NC(=O)c1cccc(S(=O)(=O)N2CCCCC2)c1	-5	0	5	-20	-0.5	-17	-8	0	18
Cc1noc(C)c1NC(=O)N(C)C[C@H]1OCc2cnnn2CCCC(=O)N([C@H](C)CO)C[C@H]1C	13	-1	-5	-1	0.2	-21	·	5	27*
NC(=O)Cc1ccc(C(=O)c2ccc(Cl)cc2Cl)s1	3	8	-1	3	0.5	10	-3	-6	-2
CC1=CC(=O)N(c2cccc3c(N4C(=O)C=C(C)C4=O)cccc23)C1=O	12	1	0	-25	0.4	-9	·	1	9
O=C(NC1(C(F)(F)F)NC(=O)N(c2ccccc2)C1=O)c1cccs1 (stereo not given)	-4	-1	-1	-10	0.2	3	2	-4	-1
O=C(c1cncc(Br)c1)N1CCN(S(=O)(=O)c2ccccc2C(F)(F)F)CC1	-15	-4	-15	18	1.9	14	4	-5	0
Cc1ccc(S(=O)(=O)N2CCCCC2)cc1NC(=O)COC(=O)C1(C)CC1(Cl)Cl (stereo not given)	8	18	11	26	6.3	5	-9	-2	-4
COc1ccc(CCNC(=O)c2ccc([N+](=O)[O-])cc2Cl)cc1OC	-13	5	-2	-34	0.1	-4	-12	-2	11
COCCN(Cc1cc2cc3c(cc2nc1Cl)OCO3)C(=O)Nc1ccc(OC)cc1	25	3	-13	-6	1.3	2	-6	12	4
COc1ccc(NC(=O)CN2c3cccc4cccc(c34)S2(=O)=O)cc1OC	-6	6	1	0	7.8	-1	·	3	0
Cc1cccc(C)c1NC(=O)CNC(=O)CNC(=O)Cc1cccc2ccccc12	-20	-1	16	10	-0.1	26	-8	-1	-12
Cc1ccc(C)c(NC(=O)CN(C)C(=O)c2ccccc2OCc2c(C)noc2C)c1	16	2	-14	0	0.5	-15	-10	-3	13
Cc1ccc2nc(=O)c(NNc3ccccc3)cnc2c1	8	17	9	30	2.4	-1	-9	-5	-1
C/C(=N\NC(=O)c1cccc(S(=O)(=O)Nc2cccc(Cl)c2)c1)c1cccs1	20	20	-8	8	0.7	-1	-11	-6	5
COc1ccc(C=C2SC(=S)NC2=O)c(OC)c1OC	18	0	-14	-7	1.2	-10	·	2	4
CCc1nn(CC(=O)N2CC(C)CC(C)C2)c(=O)c2cccn12 (stereo not given)	0	8	-10	-15	1.7	-3	-11	-1	-1
O=C(O)/C=C/c1ccc2c(c1)OCCO2	14	0	2	-10	-0.4	-4	2	0	6
COc1cc(C2/C(=C(\O)c3ccc4c(c3)CC(C)O4)C(=O)C(=O)N2CC2CCCO2)cc(OC)c1OC (stereo not given)	8	7	-9	-25	0.9	-11	·	-3	9
Cc1ccc2c(c1)CCCN2CC(=O)Nc1cc(S(=O)(=O)N2CCCC2)ccc1Cl	-3	-2	-14	-11	-0.2	-9	-11	-8	-5
COc1ccc(C)cc1NC(=S)N1CCN(c2ccccn2)CC1	24	0	-7	0	1.1	-4	-13	-3	3
CCn1c2ccccc2c2cc(NC(=O)COC(=O)Cc3cn4ccsc4n3)ccc21	-6	7	4	25	0.6	11	·	-4	-10
Nc1nc(=O)c2ccccc2s1	3	3	-13	-18	0.8	-10	·	-1	9
O=C(NCCc1csc(-c2ccccc2)n1)c1c(F)cccc1F	8	4	6	-1	6.8	6	-2	2	-1
CC(=O)c1c(O)cc(O)c(C(C)=O)c1O	23	·	5	·	5.5	19	57*	2	-11
O=C(CNC(=O)N1CC(=O)Nc2ccccc21)Nc1ccc(Br)cc1F	13	4	1	-22	0.7	-13	·	-1	7
COCCOc1cnn(-c2cc(Oc3ccc(C)cc3)ncn2)c(=O)c1Cl	21	2	-10	-15	1.5	-15	-16	1	12
O=S(=O)(Nc1nccs1)c1ccc2c(c1)OCCO2	8	0	8	-2	-0.5	-4	-5	-4	4
Cc1ccc2nc(C)c(Cl)c(=O)n2c1	7	10	-2	-3	0.3	-2	-8	-3	1
Cc1ccc(C(=O)Nc2ccc(N3CCN(C)CC3)cc2)c(Cl)c1	20	27	-11	7	1.1	-9	-9	-8	1
